FLuc stim CS: FLuc activators, initial screening, artefact control for FLuc-dependent activation tests, biochemical, ATPlite luminescence; AID 1027, 2008; Luciferin 4-monooxygenase (Photinus pyralis), P08659; activation factor at 10 µM; ATPlite luciferase biochemical, 10 min; 0 = ATP-free wells, 1 = DMSO control; 200,000 tested, under 10 active;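 active means luciferase activation factor, scaled between plate controls, of at least 2 with compound at 10 µM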
Target sequence (P08659 whole entry, looked up): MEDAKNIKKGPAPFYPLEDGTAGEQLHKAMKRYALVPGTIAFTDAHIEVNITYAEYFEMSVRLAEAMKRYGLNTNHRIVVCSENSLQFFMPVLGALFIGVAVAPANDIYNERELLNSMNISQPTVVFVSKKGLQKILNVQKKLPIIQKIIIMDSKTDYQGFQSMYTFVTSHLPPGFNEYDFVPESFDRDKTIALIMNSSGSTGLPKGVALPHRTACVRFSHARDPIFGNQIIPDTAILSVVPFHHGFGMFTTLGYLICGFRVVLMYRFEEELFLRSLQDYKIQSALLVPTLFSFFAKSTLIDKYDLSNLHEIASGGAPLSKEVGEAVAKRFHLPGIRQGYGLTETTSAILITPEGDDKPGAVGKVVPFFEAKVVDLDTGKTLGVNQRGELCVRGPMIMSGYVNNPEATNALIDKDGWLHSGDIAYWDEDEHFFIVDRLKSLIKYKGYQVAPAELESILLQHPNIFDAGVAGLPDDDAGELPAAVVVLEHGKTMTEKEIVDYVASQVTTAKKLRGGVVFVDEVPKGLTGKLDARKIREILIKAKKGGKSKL
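Assay system: Luciferase/luciferin detection reagent, cell-free biochemical luciferase assay / Read-out: luciferase activation / Benchmarks: No-ATP low control, compound-free enzyme-plus-ATP high control / Medium: PBS buffer for ATP / Detection: luminescence measurement of luciferase light output / Schedule: 10 min at ambient temperature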
FLuc inh counter: firefly luciferase enzyme inhibitors, primary screen, artefact control for luciferase-based inhibitor screens, biochemical, luminescence, ATPLite. 1.5% of 200,000 active. 10 min. AID 1006, 2008. inhibition, % at 10 µM. Luciferin 4-monooxygenase (Photinus pyralis), P08659;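 active means inhibition above about 50% when tested at 10 µM, limit read from the data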
APP 5'UTR act: activators of APP 5'UTR luciferase reporter, primary screen, SH-SY5Y cells; 1% of 190,000 active; activation, % at 2 µM; SH-SY5Y APP 5'UTR luciferase reporter, luminescence; zero percent = DMSO vehicle wells; AID 1276, 2008;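 active means activation above a set limit, based on mean plus 3 SD of controls, cut at about 140% in these data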; further: values of inactives mirror those of a sister screen read the other way
G6PDH CS: L. mesenteroides G6PDH inhibitors, counter-screen for G6PDH-coupled screening assays, biochemical, Leuconostoc mesenteroides enzyme | AID 1020, 2008 | Purified L. mesenteroides G6PDH, diaphorase/resazurin coupled fluorescence, 45 min | 0.12% of 200,000 active | glucose-6-phosphate dehydrogenase [Leuconostoc mesenteroides] | inhibition, % at 5 µM; in the data active means inhibition above about 50%
APP transl inh: inhibitors of APP translation via 5'UTR reporter, primary screen, APP 5'UTR luciferase, SH-SY5Y cells; SH-SY5Y APP 5'UTR-luciferase reporter, luminescence; inhibition, % at 2 µM; 0.82% of 190,000 active; AID 1285, 2008;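 active means inhibition above a set limit, derived from the sample mean plus 3 SD, cut at about 45% in these data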; further: values of inactives mirror those of a sister screen read the other way
HMGR II inh: inhibitors of E. faecalis class II HMGR, primary screen, biochemical, Enterococcus faecalis. purified E. faecalis HMGR, NADPH absorbance 340 nm kinetic. inhibition, % at 10 µM. 0.41% of 190,000 active. AID 1066, 2008;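 active means inhibition above a set limit, the median over all tested compounds plus 3 SD, cut at about 9.5% in these data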;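 further: enzyme runs in reverse so mevalonate oxidation gives rising NADPH absorbance; 0% = complete reaction with DMSO and 100% = background rate lacking mevalonate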
STAT1 act: STAT1 signaling activators, primary screen, cell-based, HTS, luciferase reporter; 2.6% of 200,000 active; AID 932, 2007; NIH 3T3 STAT1-luciferase reporter, IFN-gamma, luminescence; 100% = IFN-gamma alone, no compound; activation (% of control), % at 5.5 µM;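 active means activation above the screen-wide mean activation plus 3 SD, cut at about 130% in these data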;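 further: raw ratio to IFN-gamma control signal so 100% means no change and 0% no light; values of inactives mirror those of a sister screen read the other way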
Hsp70 act: Hsp70 transcriptional activators, primary screen, cell-based, HeLa, Hsp70 promoter luciferase, luminescence, 10 µM | HeLa Hsp70 promoter luciferase reporter; scaled: vehicle 0, proteasome-inhibitor control 100% | activation, % at 10 µM | 0.04% of 200,000 active | AID 1203, 2008;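 active means activation above the mean across all tested compounds plus 3 SD, cutoff set per campaign, cut at about 5.5% in these data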;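 further: 100% = MG132 at 30 µM as the positive control and 0% = DMSO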
Redox H2O2 prof: compounds producing H2O2 with reducing agent – biochemical, NIH compound library profiling, artefact control for MLSCN library redox annotation, primary screen. DTT-dependent redox cycling H2O2, phenol red/HRP absorbance; 100% = 100 µM peroxide control, 0% = buffer. activation, % at 10 µM. 0.03% of 200,000 active;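 active means activation of at least 50% relative to the plate's high and low controls in the primary single-dose screen; inactive means activation below 50%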;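 further: compound incubated with DTT at 0.8 mM final as the reducing agent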
NF-kB expr up: activators of NF-kB expression in neurons, primary screen, cell-based, HTS; human neuronal cells, NF-kB reporter expression; hits give high values; fold change at 12.5 µM; 1.6% of 190,000 active; AID 1239, 2008; in the data active means fold change above about 3.3
Active calls of the source: *; nt = not tested or not shown. Random draw from the library. About 5.3% of those tested had a hit in this group.

SMILES	FLuc stim CS	FLuc inh counter	APP 5'UTR act	G6PDH CS	APP transl inh	HMGR II inh	STAT1 act	Hsp70 act	Redox H2O2 prof	NF-kB expr up
Cc1ncsc1C(=O)Nc1nc2c(s1)CC(C)CC2 (stereo unspecified)	0.4	58*	121	-1	-121	-5	152*	0.5	0.0	4.6*
COc1ccc(S(=O)(=O)N(Cc2ccccc2)Cc2nc(-c3ccccc3)no2)cc1	1	-2	2	-31	-2	-2	99	0.4	2.6	0.79
O=[N+]([O-])c1cccc(/C=N/NS(=O)(=O)c2ccccc2)c1	1.1	-7	-11	7	11	-1	103	0.6	-0.2	1.3
O=c1c2cc(N3CCOCC3)ccc2[nH]c(=S)n1Cc1ccco1	1.1	-5	nt	16	nt	3	nt	nt	nt	1.1
Cc1ccc(N(C(=O)c2csnn2)C(C(=O)NC(C)(C)C)c2ccncc2)cc1 (stereo unspecified)	1.1	-7	5	3	-5	-2	106	-0.2	1.5	1.1
COCCNC(=O)NC(=O)COC(=O)c1cccn1C	1	1	9	-4	-9	-4	115	-0.2	0.1	1.3
COC(=O)C(C)(C(=O)OC)c1ccc(C(F)(F)F)cc1[N+](=O)[O-]	1.1	-5	3	2	-3	-2	99	-0.3	-0.5	1.2
CCCc1nnc(SCC(=O)N2CCCCC2C)n1CC (stereo unspecified)	1.1	-7	7	16	-7	-9	106	-0.1	1.2	1.1
Cc1ccc(C(OCCN(C)C)c2cccc(C(F)(F)F)c2)cc1 (stereo unspecified)	1.1	-5	37	7	-37	0	104	0.1	0.5	1.1
Cc1cc2cc(CN(Cc3cccs3)Cc3nnnn3CC3CCCO3)c(=O)[nH]c2cc1C (stereo unspecified)	1	-5	4	1	-4	-5	101	0.8	1.6	0.57
CCc1nnc(NC(=O)CCC(=O)NCc2ccccc2OC)s1	1	-1	-2	0	2	2	105	-0.2	-3.5	0.98
Cc1nn(-c2ccccc2)cc1/C=N/O	1	-4	5	2	-5	-1	102	0.6	-1.5	1.2
O=C(Oc1ccccc1)c1ccc(NC(=O)c2ccco2)cc1	0.9	11	2	0	-2	-4	136*	-0.1	-0.2	1.4
O=C(c1cc(COc2ccc(F)cc2Cl)on1)N1CCCC(OCc2cccnc2)C1 (stereo unspecified)	1.1	-6	-12	5	12	-1	99	0.0	-1.2	0.92
COc1ccc2cc3cc(C(=O)Nc4ccccc4N4CCN(C)CC4)oc3nc2c1	1.1	-8	4	10	-4	1	89	-0.4	2.0	0.41
CCOc1cc(CNCCc2ccc(S(N)(=O)=O)cc2)cc(Cl)c1OCc1ccccc1	1	-4	15	1	-15	-2	85	-0.3	-3.9	0.72
CCOC(=O)CNC(=O)CN1C(=O)CCSc2ccccc21	1.1	-8	3	-15	-3	0	97	-0.1	-0.8	0.8
Cc1noc(C)c1S(=O)(=O)N(C)Cc1ccccc1	1.1	-6	6	2	-6	2	103	-0.3	0.8	1
Cc1ccccc1/C=N/NC(=O)CSc1nc2ccccc2o1	1.1	-7	16	-2	-16	-4	102	0.0	-0.2	1
Cc1ccc(Sc2c(C=O)c3ccccc3n2C)cc1	1	0	4	-3	-4	-4	90	-0.3	2.2	0.77
Cc1ccc(S(=O)(=O)N2CCOCC2)cc1C(=O)NCc1cn2ccsc2n1	1	0	3	5	-3	-1	95	0.0	0.7	1.1
COc1ccc(NS(=O)(=O)c2cc(NC(=O)c3cccc(OCc4c(C)noc4C)c3)ccc2OC)cc1	1	-5	0	-8	0	-1	99	-0.4	0.3	0.77
O=C(O)c1ccccc1OCCOCCOc1ccccc1C(=O)O	1.1	-8	17	1	-17	-4	88	-0.4	5.2	1.2
CCCC(C)NC1=NCCCCC1 (stereo unspecified)	1.1	-7	10	6	-10	5	103	-0.1	0.1	1.3
O=C(NCc1ccc(-c2nc3ccccc3s2)cc1)c1ccc(Br)o1	0.9	10	84	3	-84	-5	137*	-0.2	1.1	1.7
Cc1ccnc(N2CCCC(C(=O)Nc3cc(F)ccc3C)C2)n1 (stereo unspecified)	1.1	-7	30	1	-30	0	104	-0.4	-0.8	1.1
C=CCN1C=CC=C/C1=C1\SC(=S)N(C)C1=O	1	-2	25	4	-24	1	93	-0.3	0.1	0.87
C=CCC1C=C(C)CC(CC=C)N1 (stereo unspecified)	1	0	28	4	-28	13*	95	0.0	0.5	1.2
CN1CCN(Cc2cn(C)nc2-c2ccccc2F)CC1c1ccccc1 (stereo unspecified)	1	-5	6	14	-6	-2	96	-0.2	-1.4	1.2
COc1cccc(C2C(C#N)=C(N)Oc3cc(C)[nH]c(=O)c32)c1OC (stereo unspecified)	1	-4	-5	3	5	-5	104	-0.3	-3.1	0.9

Fetched one by one from the entries so far (2):
SMILES	FLuc stim CS	FLuc inh counter	APP 5'UTR act	G6PDH CS	APP transl inh	HMGR II inh	STAT1 act	Hsp70 act	Redox H2O2 prof	NF-kB expr up
COc1ccc2cc3cc(C(=O)Nc4ccccc4N4CCN(C)CC4)oc3nc2c1	1.1	-8	4	10	-4	1	89	-0.4	2.0	0.41
Cc1ccnc(N2CCCC(C(=O)Nc3cc(F)ccc3C)C2)n1 (stereo unspecified)	1.1	-7	30	1	-30	0	104	-0.4	-0.8	1.1

The results go on:
SMILES	FLuc stim CS	FLuc inh counter	APP 5'UTR act	G6PDH CS	APP transl inh	HMGR II inh	STAT1 act	Hsp70 act	Redox H2O2 prof	NF-kB expr up
C/C(=N/NC(=O)c1ccco1)c1cccc(NC(=O)c2ccc(C)o2)c1	0.8	25	61	0	-61	0	107	0.0	10	1.5
Cc1ccc2nc(NC(=O)C3CCN(S(=O)(=O)c4cnc[nH]4)CC3)sc2c1	1.1	-8	4	-1	-4	5	105	-0.5	-0.1	1.3
CCCCCCCC(=O)OCC(=O)[C@@]1(O)CC[C@H]2[C@@H]3CCC4=CC(=O)CC[C@]4(C)[C@H]3[C@@H](O)C[C@@]21C	1	0	52	18	-52	-2	115	-0.3	0.0	0.45
Cc1cc(C)cc(NC(=O)N2CCC(NC(=O)c3ccccc3C)CC2)c1	1	-3	7	5	-7	-2	92	-0.4	2.2	1.3
CCOC(=O)C1CCCN(S(=O)(=O)c2cn(C)c(=O)n(C)c2=O)C1 (stereo unspecified)	1.1	-6	-3	-2	3	-2	107	-0.3	0.2	1.1
Cc1ccc(C)n1-c1ccc(-c2nnc3n2CCCCC3)s1	1	-4	3	2	-3	0	105	0.1	0.6	0.81
COC(=O)Cn1ncc2c3ccccc3n(C)c2c1=O	0.9	8	10	3	-10	0	112	0.2	0.0	1.7
CCOCCCn1c(=NC(C)=O)c(C(=O)OCC)cc2c(=O)n3ccccc3nc21	1.1	-6	10	-31	-10	-5	102	0.2	0.1	0.8
Cc1ccc(-c2nc(CN3CCCCC3c3cccc(F)c3)c(C)o2)o1 (stereo unspecified)	1.1	-5	26	11	-26	0	100	0.0	0.4	0.85
CCOc1ccc(-n2c(SCC(=O)NC(C)CC)nc3n[nH]c(C)c3c2=N)cc1 (stereo unspecified)	1	3	0	20	0	2	93	-0.2	-0.8	0.92

Looked up above:
CCOC(=O)C1CCCN(S(=O)(=O)c2cn(C)c(=O)n(C)c2=O)C1 (stereo unspecified) in FLuc stim CS = 1.1
Cc1ccc2nc(NC(=O)C3CCN(S(=O)(=O)c4cnc[nH]4)CC3)sc2c1 in FLuc stim CS = 1.1
COC(=O)Cn1ncc2c3ccccc3n(C)c2c1=O in NF-kB expr up = 1.7
CCCCCCCC(=O)OCC(=O)[C@@]1(O)CC[C@H]2[C@@H]3CCC4=CC(=O)CC[C@]4(C)[C@H]3[C@@H](O)C[C@@]21C in NF-kB expr up = 0.45

The results go on.
SMILES	FLuc stim CS	FLuc inh counter	APP 5'UTR act	G6PDH CS	APP transl inh	HMGR II inh	STAT1 act	Hsp70 act	Redox H2O2 prof	NF-kB expr up
Cc1cc(Br)ccc1NC(=O)C(C)c1ccc([N+](=O)[O-])cc1 (stereo unspecified)	1.1	-8	8	-8	-8	2	94	-0.4	0.7	0.89
Cc1cc(C(=O)N(NC(=O)C(C)C)c2ccccc2)cs1	1.1	-6	14	6	-14	2	88	0.4	0.9	1.5
Cc1cc(C)nc(OC(=O)c2c(Cl)cc(Cl)cc2Cl)n1	1.1	-8	-25	13	25	2	94	-0.2	0.0	0.88
Cc1ccc(NS(=O)(=O)c2cccc(C(=O)N/N=C/c3c(C)nn(-c4ccccc4)c3N3CCCC3)c2)c(C)c1	1	-4	3	-2	-3	-1	96	0.2	0.5	0.69
O=C(Nc1nc2ccc([N+](=O)[O-])cc2s1)c1ccc(S(=O)(=O)N2CCCc3ccccc32)cc1	1	2	2	3	-2	-3	88	-0.3	-1.0	1.1
Cc1ccc(-c2csc(NC(=O)CCCc3cccs3)n2)cc1	1	-4	19	11	-19	-4	90	-0.3	0.0	1.1
CCC1CCCCN1CCCNC(=O)CC1Oc2ccc(C)cc2NC1=O (stereo unspecified)	1	-3	-23	9	23	3	101	-0.3	0.8	1.2
O=C1CC(C(=O)Nc2ccc(F)cc2)n2cnnc2N1 (stereo unspecified)	1.1	-7	-18	1	18	-9	109	-0.1	-0.9	1.2
NC(=O)c1c(NC(=O)c2ccco2)sc2c1CCC2	0.7	30	29	6	-29	0	150*	0.3	0.0	3.2
N/C(=N\c1nc2c(c(=O)[nH]1)CCCC2)Nc1ccc(Oc2ccccc2)cc1	1.1	-7	15	1	-15	-2	97	-0.6	0.0	1.1
CC1(C)COCN1C(=O)c1ccc(Cl)c(Cl)c1	1	-3	4	9	-4	-4	100	-0.4	-2.1	1.1
COc1ccc2c(Cl)c(C(=O)NC3CCS(=O)(=O)C3)sc2c1 (stereo unspecified)	1.1	-9	21	2	-21	-8	111	0.4	-1.5	1.2
CSc1nnc(-c2ccccc2Cl)n1N	1.1	-7	17	12	-17	0	95	-0.4	1.4	1
CC(O)CCC(=O)NNC1=CC(=O)CC(C)(C)C1 (stereo unspecified)	1.1	-8	-6	10	6	0	93	0.2	-0.7	1.1
COc1cc(C2Nc3cccc4cccc(c34)N2)ccc1OC(C)=O	1	3	3	22	-3	-3	98	-0.1	1.1	0.61
O=C(O)/C(=C1\OC(=O)c2ccccc21)c1ccccc1	1.1	-10	10	11	-10	0	109	-0.3	0.8	1.2
CC(C)C1Nc2ccc(C(=O)O)cc2C2C=CCC21 (stereo unspecified)	1	-2	-4	24	4	-5	101	-0.3	0.1	1
CC/C(C)=N/Nc1cccc([N+](=O)[O-])c1	1.1	-5	-9	-12	9	-2	105	0.1	0.6	1.4
O=C(NCC1CCCN(C(=O)c2cscn2)C1)c1ccc(-c2ccccc2)cc1 (stereo unspecified)	0.9	5	-6	5	6	1	100	-0.2	0.4	1.6
Cc1ccccc1OCc1nc2c3cnn(C)c3ncn2n1	1	4	-15	-3	15	-1	141*	-0.2	0.0	2.5
Cc1cc(C(=O)Nc2ccc3c(c2)CCC3)c2ccccc2n1	1	-2	12	5	-12	-5	102	-0.1	3.8	1.3
OCC1(Cc2cccc(Cl)c2)CCCN(Cc2cnn(-c3ccccc3)c2)C1 (stereo unspecified)	1.1	-6	12	9	-12	6	96	-0.3	-0.9	0.91
